Screening data from PubChem BioAssay.
HSP90 inh: blocks HSP90-mediated luciferase refolding in reticulocyte lysate; Rabbit reticulocyte lysate, luciferase refolding luminescence, 3 h; inhibition, % at 5.6 µM; 290,000 compounds, 0.91% hits;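 active = inhibition above the screen-wide mean plus 3 SD, computed separately per campaign, cut at about 16% in these data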;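 also: 0% = DMSO wells and 100% = 60 µM geldanamycin wells; inhibitors lower the luminescence because luciferase stays unfolded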
GSK3 alpha inh: human GSK-3 alpha kinase inhibition. P49840. ADP-Glo luminescence, 60 min. inhibition, % at 10 µM. 320,000 compounds, 0.1% hits. AID 2650;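 in the data active = inhibition above about 50%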;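 also: GST-tagged GSK-3 alpha with peptide substrate and 25 µM ATP; 0% = DMSO neutral wells and 100% = GW8510 positive control wells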
Target sequence (P49840 whole entry, looked up): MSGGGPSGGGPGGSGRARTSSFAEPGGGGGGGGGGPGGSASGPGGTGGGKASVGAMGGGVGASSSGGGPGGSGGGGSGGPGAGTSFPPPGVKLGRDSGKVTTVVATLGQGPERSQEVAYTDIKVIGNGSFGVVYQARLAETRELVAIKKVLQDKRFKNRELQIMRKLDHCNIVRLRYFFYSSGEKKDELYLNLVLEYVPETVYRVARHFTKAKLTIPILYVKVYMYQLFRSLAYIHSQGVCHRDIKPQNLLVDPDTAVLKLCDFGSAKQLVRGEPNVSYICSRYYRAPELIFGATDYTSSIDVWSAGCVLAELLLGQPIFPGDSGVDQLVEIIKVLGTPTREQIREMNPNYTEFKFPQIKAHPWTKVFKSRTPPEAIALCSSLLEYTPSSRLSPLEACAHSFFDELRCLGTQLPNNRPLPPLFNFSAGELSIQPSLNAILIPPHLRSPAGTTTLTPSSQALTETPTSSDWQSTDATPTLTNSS
HSF-1 act: increases HSF-1 driven luciferase reporter signal; activation, % at 9 µM; NIH3T3-HGL HSF-1 luciferase reporter, MG132, 8 h; 100% = twice DMSO control signal; 300,000 compounds, 1.7% hits;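 active = mean replicate activation of at least 50% with a set share of replicates each reaching 50%; inconclusive = only one of those two conditions met; inactive = mean below 50% and too few replicates reaching it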;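 also: 0% = median of the neutral control wells and 100% = twice that signal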
HSF1 inhib: HSF1 inhibition. NIH3T3-HGL HSE-luciferase, MG132-induced, luminescence 8 h; active compounds read low. activity change, negative = inhibition, % at 7.5 µM (by protocol). 300,000 compounds, 0.77% hits;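 active = more than half of replicate wells show activity change below -50%, luminescence cut by over half; inconclusive = some wells, but at most half, below -50%; inactive = no replicate well below -50%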;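 also: luciferase reports HSF-1 transcriptional activity via heat shock element; 0% = median of DMSO wells and -100% = zero luminescence signal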
KLF5 inh: kruppel-like factor 5 inhibition. DLD-1 KLF5 promoter-luciferase reporter, luminescence. inhibition, % at 5 µM. 290,000 compounds, 0.23% hits. AID 1700;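 active = inhibition above a per-plate limit of that plate's mean compound inhibition plus 3 SD, cut at about 60% in these data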;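 also: 0% = DMSO wells and 100% = LY294002 at 200 µM; higher means less KLF5 promoter-driven luciferase light; inactives centre near -14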
IEC-6 tox: counter-screen for KLF5 inhibitors: cytotoxicity in IEC-6 cells; IEC-6 cytotoxicity, luminescence viability; inhibition, % at 5 µM; 290,000 compounds, 0.78% hits; AID 1825; in the data active = inhibition above about 22%;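 also: 0% = plate median of test compound wells and 100% = cytotoxic reference compound wells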
DYRK1A inh: blocks rat Dyrk1A kinase activity | inhibition, % at 12.5 µM | Q63470 | ADP-Glo luminescence, NFATc1 peptide | 310,000 compounds, 0.43% hits; in the data active = inhibition above about 50%;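 also: plate controls were vehicle with enzyme for no effect and no enzyme for full effect; many of its hits are not listed in these tables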
GSK3beta inhib: human GSK3beta kinase inhibition; activity score (negative = inhibition), % at 10 µM; P49841; 300,000 compounds, 0.038% hits; GST-GSK3beta kinase, ADP-Glo luminescence, 60 min; active compounds read low;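 active = more than half of replicate wells score below -50%, meaning over 50% inhibition versus plate controls; inconclusive = some replicates but at most half score below -50%; inactive = no replicate scores below -50%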;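 also: 0% = median DMSO wells and -100% = median GW8510 positive control wells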
Target sequence (P49841 whole entry, looked up): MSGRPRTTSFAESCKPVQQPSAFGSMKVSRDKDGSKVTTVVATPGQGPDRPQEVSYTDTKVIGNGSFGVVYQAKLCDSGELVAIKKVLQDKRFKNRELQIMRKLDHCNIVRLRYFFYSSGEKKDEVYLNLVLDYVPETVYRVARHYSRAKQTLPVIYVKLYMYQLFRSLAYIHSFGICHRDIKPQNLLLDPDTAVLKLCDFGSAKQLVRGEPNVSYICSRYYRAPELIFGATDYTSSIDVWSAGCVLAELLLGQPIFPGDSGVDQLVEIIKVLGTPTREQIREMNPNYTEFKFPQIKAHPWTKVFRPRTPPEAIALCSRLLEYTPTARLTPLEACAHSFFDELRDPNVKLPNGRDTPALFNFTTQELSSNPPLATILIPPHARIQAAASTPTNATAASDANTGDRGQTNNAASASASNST
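Test system – GST-tagged human GSK3beta kinase, cell-free · Incubation – 60 min enzyme reaction, room temperature · Signal – ADP-Glo luminescence · Also added – peptide substrate and ATP at 25 µM · Controls – DMSO neutral wells and GW8510 at 20 µM as positive · Buffer or medium – Tris/MgCl2 kinase buffer · Measure – Luminescence-derived activity versus plate DMSO and GW8510 wells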
Platelet DG rel: platelet dense granule release activity; human platelet-rich plasma, SFLLRN dense granule ATP release, luminescence; inhibition, %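 (compounds screened at 7.5 µM in platelet-rich plasma)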; 300,000 compounds, 0.22% hits;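 active = mean replicate score, as percent of positive control, at or above 50; inconclusive = mean below 50 but at least one replicate at or above 50; inactive = mean and every replicate below 50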
aSyn 5UTR inh: MLPCN primary screen, SNCA 5' untranslated region. alpha-synuclein 5'UTR reporter, inhibitor activity. inhibition, % (tested at 7.5 µM). 300,000 compounds, 0.82% hits. AID 1813; in the data active = inhibition above about 60%; inconclusive = no clear call, values can overlap the other calls;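 also: H4 neuroglioblastoma cells stably carrying SNCA 5'UTR luciferase fusion; 0% = DMSO wells and 100% = positive control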
* = called active by the depositor; ? = inconclusive; . = no result given; & = joins results of further samples.

SMILES	HSP90 inh	GSK3 alpha inh	HSF-1 act	HSF1 inhib	KLF5 inh	IEC-6 tox	DYRK1A inh	GSK3beta inhib	Platelet DG rel	aSyn 5UTR inh
Cc1ccc(C(=O)Nc2ccc(S(=O)(=O)N3CCc4ccccc43)cc2)o1	-5	0	18	-1	-4	3	4	1	7	-29
CCN(C(=O)COc1cccc2cccnc12)C1CCS(=O)(=O)C1 (stereo not drawn)	1	-3	9	0	-30	12	-5	2	1	-4
COc1cc(NC(=O)c2ccc(OC)c([N+](=O)[O-])c2)ccc1NC(=O)c1ccco1	14	0	12	-1	-16	1	16	2	8	-7
Cn1c(N2CCOCC2)c(/C=N/O)c2ccccc21	0	1	-3	-6	-10	5	0	-4	-3	18
COC(=O)c1cc(S(=O)(=O)N2CCCCCC2)cn1C	-4	0	-4	-1	-21	1	0	5	1	15
O=C(Nn1cnnc1)c1ccc(Br)s1	3	-3	-3	-3	-31	3	-10	-1	5	1
O=C(NCc1cccnc1)Nc1ccc(Br)cc1	5	0	10	5	-50	0	1	-8	-4	-79
COc1ccc(OCc2cc(C(=O)N(C)Cc3cnccn3)no2)c(Cl)c1	1	0	13	4	-64	2	.	2	14	-71
O=C(c1cc(-c2ccc(Cl)cc2)on1)N1CCCCCC1	1	-2	45	25	-177	-3	-12	2	-1	-148
COc1cccc(NS(=O)(=O)c2ccc(Br)s2)c1	5	-1	10	-1	-12	1	-4	-1	-3	21
CCOC(=O)CSc1nc2ccc(N)cc2s1	0	.	-5	-2	9	0	11	-4	?	2
Cc1cc([N+](=O)[O-])cc2c1NCC1CC=CC21 (stereo not drawn)	4	.	1	-5	16	-5	0	-1	0	8
CCCNC(=O)c1ccccc1NC(=O)Nc1ccccc1C	6	1	-6	5	-15	2	-9	3	11	21
CC(=O)c1ccc(S(=O)(=O)NC2CC(=O)N(c3ccc(C)c(C)c3)C2)cc1 (stereo not drawn)	.	-1	-17	-1	.	.	-14	-6	7	3
CCCn1ncc(CN2CCC(Cc3cccc(F)c3)(C(=O)OCC)CC2)c1C	-5	-1	-40	-21	-48	-2	-6	2	6	8

Compound profiles, from the list above. Order of screens: HSP90 inh, GSK3 alpha inh, HSF-1 act, HSF1 inhib, KLF5 inh, IEC-6 tox, DYRK1A inh, GSK3beta inhib, Platelet DG rel, aSyn 5UTR inh
Listed for O=C(c1cc(-c2ccc(Cl)cc2)on1)N1CCCCCC1 → 1, -2, 45, 25, -177, -3, -12, 2, -1, -148
Listed for COC(=O)c1cc(S(=O)(=O)N2CCCCCC2)cn1C → -4, 0, -4, -1, -21, 1, 0, 5, 1, 15
Listed for CCN(C(=O)COc1cccc2cccnc12)C1CCS(=O)(=O)C1 (stereo not drawn) → 1, -3, 9, 0, -30, 12, -5, 2, 1, -4
Listed for Cc1cc([N+](=O)[O-])cc2c1NCC1CC=CC21 (stereo not drawn) → 4, ., 1, -5, 16, -5, 0, -1, 0, 8

(next part)
SMILES	HSP90 inh	GSK3 alpha inh	HSF-1 act	HSF1 inhib	KLF5 inh	IEC-6 tox	DYRK1A inh	GSK3beta inhib	Platelet DG rel	aSyn 5UTR inh
CC[C@H](C)C(=O)O[C@H]1C[C@@H](C)C=C2C=C[C@H](C)[C@H](CC[C@@H]3C[C@@H](O)CC(=O)O3)[C@H]21	-1	0&-2	-19	-7	-23	-3	9	-1	-2	5
COc1ccccc1CNC(=O)C1(C)Oc2cccnc2NC1=O (stereo not drawn)	2	1	-2	-1	-43	-6	6	3	-4	20
O=C(NNC(=O)c1cc(-c2ccccc2)nc2ccccc12)c1csc(N2CCOCC2)n1	.	-3	1	1	.	.	5	4	3	1
COc1ccc(NC2=C(C(C)=O)C(c3ccc(N(C)C)cc3)C(C(C)=O)C(C)(O)C2)cc1 (stereo not drawn)	2	-2	14	2	-16	5	-4	3	8	-22
O=C(COc1ccc(Cl)cc1)NCCNc1ccc([N+](=O)[O-])cc1	-3	-1	-2	5	-5	4	-1	-3	4	15
Cc1ccc(NC(=O)COC(=O)c2cccc3c2C(=O)c2ccccc2C3=O)c(C)c1	-1	-4	38	4	-6	-2	1	-3	1	?
COc1ccc(Cl)cc1NC(=O)COC(=O)c1cc(NS(=O)(=O)c2cccs2)ccc1O	3	1	1	6	3	-8	0	2	-18	17
Cc1cc(/C=C2/NC(=S)NC2=O)c(C)n1-c1cccnc1	1	2	19	-7	-12	-9	-28	0	6	-57
Cc1ccc(C(=O)NC(C)c2ccc(S(N)(=O)=O)cc2)s1 (stereo not drawn)	-2	0	5	-4	-6	-1	-7	3	0	5
COCCCN1Cc2cccc(C(=O)O)c2C1=O	.	-3	0	-3	.	.	0	0	-7	-13
CC(C)C(=O)Nc1cc(S(=O)(=O)Nc2cccc(Cl)c2)ccc1Cl	-2	-1	-2	-9	7	-3	-2	-1	-6	-21
CC(SCc1ccccc1)C(=O)NCc1ccccn1 (stereo not drawn)	3	.	7	13	4	-7	.	1	-4	0
O=C(Nc1cc(=O)c2ccccc2o1)N1CCCCC1	4	-3	.	.	3	0	6	-4	-6	-10
O=C(NC(Cc1ccc(O)cc1)C(=O)O)/C(=C/c1ccccc1)NC(=O)c1ccccc1 (stereo not drawn)	-1	0	4	-2	-6	-6	-10	1	-9	-23
CSc1nc(/C=C2\C=Nc3ccccc32)c(O)n1C	-3	7	36	3	-13	6	1	3	70*	-152

Brought forward from above: 6 compounds, then new ones.
SMILES	HSP90 inh	GSK3 alpha inh	HSF-1 act	HSF1 inhib	KLF5 inh	IEC-6 tox	DYRK1A inh	GSK3beta inhib	Platelet DG rel	aSyn 5UTR inh
COCCCN1Cc2cccc(C(=O)O)c2C1=O	.	-3	0	-3	.	.	0	0	-7	-13
CC(C)C(=O)Nc1cc(S(=O)(=O)Nc2cccc(Cl)c2)ccc1Cl	-2	-1	-2	-9	7	-3	-2	-1	-6	-21
CC(SCc1ccccc1)C(=O)NCc1ccccn1 (stereo not drawn)	3	.	7	13	4	-7	.	1	-4	0
O=C(Nc1cc(=O)c2ccccc2o1)N1CCCCC1	4	-3	.	.	3	0	6	-4	-6	-10
O=C(NC(Cc1ccc(O)cc1)C(=O)O)/C(=C/c1ccccc1)NC(=O)c1ccccc1 (stereo not drawn)	-1	0	4	-2	-6	-6	-10	1	-9	-23
CSc1nc(/C=C2\C=Nc3ccccc32)c(O)n1C	-3	7	36	3	-13	6	1	3	70*	-152
NC(=O)c1nsc(C(=O)N(c2ccccc2)C(C(=O)NCC2CCCO2)c2cccs2)c1N (stereo not drawn)	9	0	73*	41	-7	6	-2	2	-5	1
CC(=O)N(CCCN(C)C)c1nc2ccc(C)cc2s1	1	.	-36	-32	-14	-2	-2	4	-7	-1
CCCn1nnnc1SCC(=O)Nc1cccc(NC(=O)c2ccco2)c1	1	-2	-18	-6	1	4	2	1	2	15
O=C(NCC(c1ccco1)N1CCCCC1)c1ccc(NS(=O)(=O)c2ccc(F)cc2)cc1 (stereo not drawn)	3	3	-15	-10	2	7	-3	0	-2	1
O=C1C[C@@H](c2ccc(O)cc2)Oc2cc(O)cc(O)c21	-3	13	-6	2	-9	-1	24	2	0	-31
O=C(CCn1c(=O)sc2ccccc21)NCc1ccc2c(c1)OCO2	-2	0	-10	-3	-2	-1	5	0	2	18
CN(Cc1ccon1)C(=O)C1CCN(C2CCN(CCCc3ccccc3)CC2)CC1	-4	-2	-9	0	-34	-4	-4	3	-11	-10
Cc1cc(-c2onc(C)c2C(=O)Oc2ccc(Cl)cc2)no1	0	-1	41	4	-25	-4	11	3	3	3
O=C(COC(=O)/C=C/c1ccc([N+](=O)[O-])cc1)NCc1ccccc1	-2	0	3	-5	9	0	-1	1	-3	-3
COc1ccc(OC)c(CNCc2ccc3c(c2)OCO3)c1	2	-2	-13	0	5	0	.	0	-5	5
O=C(CN1C(=O)/C(=C/c2ccccc2)SC1=S)Nc1cccnc1	-2	0	-1	-19	-11	4	-2	3	-1	-19
C=CCC1(CC=C)CCCN1C(=O)c1cc(COc2cccc(C(F)(F)F)c2)on1	-2	-4	-4	-6	-20	4	7	-1	-7	18
CCC(NC(=O)Nc1nccs1)(C(F)(F)F)C(F)(F)F	0	1	-15	-9	3	0	-2	4	-2	6
COc1ccc(C(=O)Cn2nnc(-c3ccccc3-n3cnnn3)n2)cc1	-1	-1	6	-2	-5	-4	2	0	-1	16
CC(C)(C)OC(=O)N1CSC[C@H]1C(=O)NC[C@H](CC(=O)O)c1ccc(Cl)cc1	-2	0	82*	39	-35	-7	-1	-2	-4	3

Compounds from the list above containing a COOH group, in the order listed:
SMILES	HSP90 inh	GSK3 alpha inh	HSF-1 act	HSF1 inhib	KLF5 inh	IEC-6 tox	DYRK1A inh	GSK3beta inhib	Platelet DG rel	aSyn 5UTR inh
COCCCN1Cc2cccc(C(=O)O)c2C1=O	.	-3	0	-3	.	.	0	0	-7	-13
O=C(NC(Cc1ccc(O)cc1)C(=O)O)/C(=C/c1ccccc1)NC(=O)c1ccccc1 (stereo not drawn)	-1	0	4	-2	-6	-6	-10	1	-9	-23
CC(C)(C)OC(=O)N1CSC[C@H]1C(=O)NC[C@H](CC(=O)O)c1ccc(Cl)cc1	-2	0	82*	39	-35	-7	-1	-2	-4	3

Additional results.
SMILES	HSP90 inh	GSK3 alpha inh	HSF-1 act	HSF1 inhib	KLF5 inh	IEC-6 tox	DYRK1A inh	GSK3beta inhib	Platelet DG rel	aSyn 5UTR inh
Cc1ccccc1N/C(=C(/C(Cl)=C(Cl)Cl)[N+](=O)[O-])n1nnc2ccccc21	1	2	1	-5	20	10	-5	-5	0	9
C/C(=N\NC(=O)c1c[nH]c2ccccc12)c1ccc(C)o1	0	13	8	1	-26	-2	26	0	8	-47
O=S1(=O)CCOCCCN1Cc1cccc(C(F)(F)F)c1	-1	-2	10	-4	-32	-4	12	1	-11	8
COc1ccccc1NC(=O)C(C/C=C(/C)Cl)C(C)=O (stereo not drawn)	4	-7	-3	-2	-8	0	-5	-1	3	17
O=C(CN1C(=O)c2ccccc2C1=O)NC1CCCCCC1	-2	0	-8	-6	-23	-2	-2	-3	-7	-8
CCOc1ccc(/C(C)=N/NC(=O)C(OC)c2ccccc2)cc1 (stereo not drawn)	-2	.	-6	-12	17	4	10	-2	1	22
CCCNC(=O)CCc1c(C)nc2nc(C)nn2c1C	-1	-1	12	0	-18	-2	0	-2	0	9
COc1ccc(/C=C/C(=O)NC(C)CCc2ccccc2)cc1OC (stereo not drawn)	0	-1	-56	-44	-16	-2	-5	-15	-4	31
Cc1ccccc1CC1(CO)CCCN(C(=O)CCCN2CCCCC2=O)C1 (stereo not drawn)	-2	0	-8	1	13	-5	10	0	-2	-32
COC(=O)c1c(NC(=O)CN2CCN(c3ncccn3)CC2)sc(C(N)=O)c1C	1	-1	-9	-9	20	3	-1	-2	0	19
Cc1ccc(C(C[N+](=O)[O-])n2nc(C)cc2C)cc1 (stereo not drawn)	4	0	48	42	-7	-7	-3	-2	-2	7
Cc1ccc(S(=O)(=O)Nc2ccc(NC(=O)/C=C/C(=O)O)cc2)cc1	3	-2	-2	5	-6	-1	5	1	-1	7

These rows are one share of the data. The share of hits here may be higher or lower than overall.
